# D1 ag: Allosteric Agonists of the Human D1 Dopamine Receptor: qHTS. hit rate 1% among 360,000. activation, % at 2 µM. HEK293 T-REx D1 cells, calcium flux, agonist mode. D(1A) dopamine receptor (Homo sapiens), P21728; in the data active = activation above about 30%; also: 0% is about no effect
#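 Inducible HEK293 T-REx D1 cells, force-coupled to calcium signalling, were plated at 4000 cells/well with tetracycline and held overnight at 30 C. After no-wash calcium dye loading, compound-evoked calcium rise over 180 s flagged agonists.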
# Vif-A3F inh: qHTS for Inhibitors of Vif-A3F Interactions: qHTS | hit rate 0.2% among 390,000 | Potency, µM (series often up to 46.1 µM), for the others: top-dose activity, negative = active | HeLa A3F-eYFP + Vif (tagged APOBEC3F with the HIV-1 protein that degrades it), YFP fluorescence increase | AID 602313, 2012; also: potency is read from the fitted curve at half-maximal effect; % of control where 0% means no effect; nearly all actives have a fitted effect of over 65% in size
#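 Fluorescence increase (Ex 488/Em 500-530) after overnight compound treatment at 37 deg C flags inhibition of Vif-driven A3F-eYFP loss in stable HeLa A3F-eYFP/Vif cells seeded overnight beforehand.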
# D1 potentiator: Potentiators of Human D1 Dopamine Receptor: qHTS. D(1A) dopamine receptor (Homo sapiens), P21728. HEK293 TREx D1 cells, calcium flux, dopamine EC20 potentiation. potentiation, % at 10 µM. hit rate 0.036% among 360,000. AID 504651, 2011; in the data active = potentiation above about 30%; also: 0% is about no effect
# D2 PAM: HTS Assay for Positive Allosteric Modulators of the Human D2 Dopamine Receptor: Primary Screen for Potentiators; D(2) dopamine receptor (Homo sapiens), P14416; HEK293 T-REx D2, calcium flux, EC20 dopamine potentiation; potentiation, % at 10 µM; hit rate 0.34% among 340,000; AID 485347, 2010;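 active = potentiation over 3 SD above the plate norm, cut at about 30% in these data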; also: 0% is about no effect
# Target sequence (P14416 whole entry, looked up): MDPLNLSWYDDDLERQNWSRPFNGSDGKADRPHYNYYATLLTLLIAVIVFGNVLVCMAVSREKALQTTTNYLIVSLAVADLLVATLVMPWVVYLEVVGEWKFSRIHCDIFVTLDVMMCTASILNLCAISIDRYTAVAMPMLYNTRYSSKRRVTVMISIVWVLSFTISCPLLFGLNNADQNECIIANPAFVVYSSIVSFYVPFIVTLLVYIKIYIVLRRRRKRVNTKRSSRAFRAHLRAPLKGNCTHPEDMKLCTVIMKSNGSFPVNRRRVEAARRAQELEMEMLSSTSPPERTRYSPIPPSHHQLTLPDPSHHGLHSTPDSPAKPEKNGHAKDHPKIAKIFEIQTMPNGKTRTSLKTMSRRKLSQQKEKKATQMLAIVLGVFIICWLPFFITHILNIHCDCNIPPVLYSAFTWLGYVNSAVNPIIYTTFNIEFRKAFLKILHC
#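 Cells plated with tetracycline inducer and held overnight at 30 C; calcium dye loaded 30–90 min at room temperature; baseline taken, compound added and read 180 s; EC20 dopamine then added and read 180 s.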
# Glioma ERSR ind: qHTS for Inducers of the Endoplasmic Reticulum Stress Response (ERSR) in Human Glioma: qHTS; U87-MG GRP78 promoter luciferase reporter, 16 h; Potency, µM, without a hit: at the top dose activation, most hits filed as activators; hit rate 0.02% among 420,000; also: potency is read from the fitted curve at half-maximal effect; series mostly up to about 76 µM; % of control where 0% means no effect; nearly all actives have a fitted effect of over 35% in size
#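 Stably transfected U87-MG glioma cells carrying a GRP78-based luciferase sensor; 16 h compound incubation. Luminescence end-point read 10 min after Bright-Glo addition at room temperature.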
# D1 antagonist: Antagonist of Human D 1 Dopamine Receptor: qHTS; activity change, negative = inhibition, % at 10 µM; AID 504652, 2011; HEK293 TREx D1 cells, calcium flux, dopamine EC80; stronger effect = lower value; hit rate 3.2% among 360,000; in the data active = activity change below about -30%; also: % is scaled to controls: 0 for no effect and ±100 for the full control effect
#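 Antagonism measured as reduced calcium response to an EC80 dopamine addition following 180 s compound pre-read; cells were inducible HEK293 Trex D1 plated overnight at 30 C, read kinetically at 1 cycle/sec.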
# RXFP1 ag: qHTS Assay for Agonists of the Relaxin Receptor RXFP1 | Relaxin receptor 1 (Homo sapiens), Q9HBX9 | hit rate 0.3% among 370,000 | HEK293T-RXFP1 cAMP TR-FRET, 30 min; response scale: percent of porcine relaxin response, buffer zero | Potency, µM (series often up to 57.5 µM), inactives show at the highest dose activation, hits mostly activators | AID 2676, 2010; also: potency is read from the fitted curve at half-maximal effect; % is scaled to controls: 0 for no effect and ±100 for the full control effect; nearly all actives have a fitted effect of over 60% in size; many of its hits are not listed in these tables
#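 cAMP rise read by TR-FRET after 30 min, 37C compound exposure (up to 58 uM) in RXFP1-transfected HEK293 cells with Ro 20174 present. EC50 from Hill-equation fits, with 29 nM porcine relaxin as 100% and buffer as basal.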
# RXFP1 antagonist: qHTS Assay for Antagonists of the Relaxin Receptor RXFP1; Relaxin receptor 1 (Homo sapiens), Q9HBX9; HEK293-RXFP1, relaxin-stimulated cAMP HTRF, 30 min; stronger effect = lower value; activity change, negative = inhibition, % at 57.5 µM; hit rate 0.59% among 350,000; AID 1259400, 2018;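 active = activity change of -60% or lower, but not beyond a set lower limit; inconclusive = change between -60% and -40%, or beyond the set limit; inactive = change above -40%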; also: % is scaled to controls: 0 for no effect and ±100 for the full control effect
# Vif-A3G inh: qHTS for Inhibitors of Vif-A3G Interactions: qHTS; Potency, µM (top dose mostly 46.1 µM), for the others: at the top dose activity, negative = active, usual class: inhibitors; HeLa A3G-eYFP + Vif (tagged APOBEC3G with the HIV-1 protein that degrades it), YFP fluorescence, overnight; DNA dC->dU-editing enzyme APOBEC-3G (Homo sapiens), Q9HC16; hit rate 0.076% among 410,000;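 also: potency is read from the fitted curve at half-maximal effect; % is scaled to controls: 0 for no effect and ±100 for the full control effect; nearly all actives have a fitted effect of over 60% in size; hits raise eYFP signal because A3G escapes Vif-driven loss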
# Target sequence (Q9HC16 whole entry, looked up): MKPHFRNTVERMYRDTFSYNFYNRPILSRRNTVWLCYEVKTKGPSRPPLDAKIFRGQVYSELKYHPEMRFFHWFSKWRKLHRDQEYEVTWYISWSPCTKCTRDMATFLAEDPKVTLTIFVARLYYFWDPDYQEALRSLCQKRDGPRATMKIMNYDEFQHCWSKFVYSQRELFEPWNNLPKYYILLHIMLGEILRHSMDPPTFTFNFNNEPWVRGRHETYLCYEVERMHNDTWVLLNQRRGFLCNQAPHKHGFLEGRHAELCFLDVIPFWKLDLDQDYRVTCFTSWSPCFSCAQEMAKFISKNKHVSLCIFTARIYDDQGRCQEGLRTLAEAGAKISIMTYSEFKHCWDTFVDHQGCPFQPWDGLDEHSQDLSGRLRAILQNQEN
#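 HeLa cells stably expressing Vif and C-terminally eYFP-tagged A3G, seeded overnight at 37 deg C, then exposed to compound by pintool overnight at 37 deg C. Rise in yellow fluorescence (Ex 488/Em 500-530, Acumen) marks blocked Vif-driven A3G degradation.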
# Numbers without * were called inactive; u = inconclusive; x = not tested or not shown; & = joins results of further samples. Unless noted, calls follow the shape of the dose curve; as a rule, active = well fitted curve in the direction sought with a large enough effect; inconclusive = small, poorly fitted or top-dose-only effect, or another doubt; inactive = no such curve, though single readings can be large; an effect the other way counts as inactive or inconclusive.
SMILES,D1 ag,Vif-A3F inh,D1 potentiator,D2 PAM,Glioma ERSR ind,D1 antagonist,RXFP1 ag,RXFP1 antagonist,Vif-A3G inh
Cc1cc(S(N)(=O)=O)c(N)c(S(N)(=O)=O)c1,3,1%,-2,-5,-1%,19,3.5%,4,-8%
CC1=C(C(=O)Nc2cccnc2)C(c2ccncc2)n2nnnc2N1 (stereo not drawn),3,4%,-1,-7,-3%,12,-0.8%,-5,2%
CCOC(=O)c1c[nH]c2c(Cl)c(Cl)ccc2c1=O,4,2%,-5,14,-6%,-3,0.6%,-5,-1%
Cc1ccc(C)c(S(=O)(=O)N2CCN(C(=O)CCCc3c[nH]c4ccccc34)CC2)c1,1,-4%,-3,10,-2%,7,1.5%,-4,-1%
CCOC(=O)[C@@H]1[C@H]2COc3cc(OC)ccc3[C@@H]2N2C(=O)N(c3cccc(Cl)c3)C(=O)[C@@]12C,1,1%,-6,5,-2%,0,-2.7%,x,1%
Cn1c(=O)[nH]c(=O)c2c1nc(Br)n2CC(O)COCc1ccccc1 (stereo not drawn),4,7%,-3,8,-6%,-9,2.0%,2,-6%
COc1ccc(C(=S)N2CCOCC2)cc1OC(=O)c1cc([N+](=O)[O-])c(C)c([N+](=O)[O-])c1,5,-3%,3,5,-1%,-9,3.0%,2,0%
CCn1c(=O)cc(OCC(=O)Nc2ccccc2N2CCN(C)CC2)c2ccccc21,4,-17%,x,-8,-4%,-4,4.5%,1,4%
O=C(COc1ccc(Cl)cc1)NCCS(=O)(=O)N1CCN(c2ccccc2F)CC1,5,-1%,-10,-9,-4%,-12,-2.7%,-19,-17%
CSc1ccccc1NC(=O)C1CCN(S(C)(=O)=O)CC1,2,6%,-3,7,-1%,12,-0.4%,4,3%
CN(C)C(=O)CSc1n[nH]c(-c2ccco2)n1,2,12%,4,-1,1%,7,-1.2%,-16,-2%
C=CCn1c(SCC(=O)c2[nH]c(C)c(C(=O)OC)c2C)nc2scc(-c3ccc(OC)c(OC)c3)c2c1=O,2,1%,-3,8,-2%,6,9.4%,-10,-1%
O=C(CSc1nc2ccccc2s1)Nc1ccc(C(=O)O)cc1,1,3%,3,-4,0%,-3,-0.6%,4,1%
CC(=O)N1C(=O)NC(c2ccccc2)=C([N+](=O)[O-])C1c1ccccc1 (stereo not drawn),1,-4%,-1,x,-4%,3,0.1%,-1,1%
CCOC(=O)c1c(-c2ccc(F)cc2)csc1NC(=O)CCN1CCOCC1,3,6%,6,-4,-3%,1,-1.0%,x,0%
CCCCCOC(=O)CSc1ncnc2sc3c(c12)CCC(C)C3 (stereo not drawn),2,3%,0,-6,-3%,-5,4.2%,x,0%
COc1ccc(N2CCN(CCCNC(=O)C3CCC(CNc4nc(=S)[nH]c5ccccc45)CC3)CC2)cc1 (stereo not drawn),1,-4%,-3,-16,-1%,-3,-0.1%,-5,1%
CCOc1ccccc1N(CC(=O)Nc1ccc(OC)cc1OC)S(=O)(=O)c1ccccc1,-2,1%,7,14,-1%,1,-1.0%,-11,2%
COCCNc1sc(S(=O)(=O)c2ccc(C)cc2)nc1S(=O)(=O)c1ccc(C)cc1,5,4%,-3,-2,-4%,-5,-0.9%,-9,2%
COc1ccc(C(=O)CCc2nc3ccccc3s2)cc1,13,7%,-4,-1,4%,3,0.2%,x,2%
CCOC(=O)c1ccc(NC(=S)NC(=O)c2nn(CC)cc2Br)cc1,1,3%,-1,-8,-2%,-3,0.5%,8,-2%
CCc1ccc2c(c1)C(NC(C)=O)C(=O)N2CC (stereo not drawn),2,-1%,6,10,-6%,1,-2.8%,x,4%
CCOC(=O)CSc1nc2ccc(NC(=O)c3cccc(F)c3)cc2s1,7,-1%,-1,-18,-9%,-9,-0.7%,x,5%
CCCc1[nH]c(=O)c(C#N)c2c1COC(C)(C)C2,3,1%,-3,-6,-4%,8,1.8%,-10,1%
O=C(NC(=S)Nc1cnc2ccccc2c1)c1ccccc1,0,-9%,-2,-2,-1%,-22,1.5%,5,-1%
CCCCCCn1c(SCCCC)nc2c1c(=O)[nH]c(=O)n2C,1,0%,-2,7,3%,-1,0.1%,-16,4%
CC(C)(C)NC(=O)CSc1nc2ccccc2n1-c1ccccc1,-3,0%,4,-6,-2%,24,1.9%,-6,-4%
COc1ccc2[nH]c3c(c2c1)CCN1C(=O)N([C@@H](C)C(=O)NCc2ccc(C)cc2)C(=O)[C@]31C,3,-10%,0,-1,-4%,-2,1.0%,x,0%
Cc1ccc(OCCSc2nc3ccccc3n2CC(=O)N2CCCCC2)c(C)c1,8,0%,-3,-5,-1%,-44*,-2.0%,x,1%
Cc1cccc(C)c1NC(=O)/C(=C/c1ccco1)c1ccccc1,-1,-10%,0,10,0%,-6,0.8%,7,3%
O=C1SCCC1NC(=O)C(c1ccccc1)c1ccccc1 (stereo not drawn),-1,u,1,-17,-3%,1,-1.2%,8,0%
Cc1ccc(-n2ncc3c(=O)n(Cc4ccccc4C)cnc32)cc1C,2,-1%,-1,20,-2%,1,u,0,3%
O=C(Nc1cccc(Cl)c1)OCc1cncs1,7,1%,-5,-5,5%,-7,3.8%,1,1%
O=C(NC(=S)NCCO)c1cn(-c2ccccc2)nc1-c1ccccc1,2,10%,-2,-15,0%,-7,-2.5%,14,3%
CCn1c2ccccc2c2cc(NC(=O)CC(C)=O)ccc21,0,-6%,-4,x,-2%,0,2.0%,-2,-4%
N#CC(C#N)=Cc1c(N2CCN(c3ccccc3)CC2)nc2ccccn2c1=O,0,-5%,-5,4,8%,6,7.1%,-13,-5%
CC(C)CCN1CCN=C1N(C)C,4,-3%,3,-11,-4%,-17,0.6%,x,-3%
CCCC1(C(=O)OC)NC(c2ccc(OC)cc2OC)C2C(=O)N(c3cccc(C(C)=O)c3)C(=O)C21 (stereo not drawn),6,-1%,0,1,-2%,0,-1.3%,9,-1%
CCOc1ncccc1C(=O)OCC(=O)Nc1cc(S(=O)(=O)N2CCCCC2)ccc1Cl,x,1%,x,x,-5%,x,x,3,0%
COc1ccc(CCNC(=O)COC(=O)c2ncc(Cl)c(Cl)c2Cl)cc1OC,x,-7%,x,x,-3%,x,x,-10,-2%
Cc1ccc(C(=O)N/N=c2\sc3ccccc3n2C)cc1,1,0%,0,4,0%,8,-1.6%,19,-1%
Cc1cc(C)c(NC(=O)NC(=O)c2cccc(F)c2)c(C)n1,1,-8%,0,-2,5%,-15,0.0%,-7,1%
CCOC(=O)N1CCN(c2nc(-c3cccs3)cc(C(F)(F)F)n2)CC1,3,-1%,-3,10,-3%,-12,-0.5%,2,4%
Cc1cc(NS(=O)(=O)c2ccc(NC(=O)CCCOc3cccc(C)c3C)cc2)no1,2,-10%,0,x,-4%,-12,0.6%,-5,0%
COc1ccccc1N1CCN(C2CCCN(C(=O)CCC(C)=O)C2)CC1 (stereo not drawn),2,2%,-3,16,-1%,-4,2.4%,-1,2%
CCOc1ccc(C(=O)OCC(=O)N2CCOCC2)cc1OCC,-2,1%,-4,0,-5%,19,1.1%,7,1%
O=C(COC(=O)c1ccccc1-c1ccccc1[N+](=O)[O-])c1ccccc1,12,-1%,-7,-2,0%,-7,-0.5%,-19,-6%
Cc1ccc(NC(=O)CN2C(=O)c3ccccc3C2=O)cc1,1,5%,-5,-2,-5%,-2,-0.3%,0,-1%
Cc1cc(C)c(S(=O)(=O)Nc2ccnc(-c3cccnc3)n2)c(C)c1,4,-16%,0,-2,-3%,-16,-0.8%,-2,-9%
COCCn1c(=O)[nH]c2cc(C(=O)N3CCN(c4ccc(Cl)cc4)CC3)ccc2c1=O,5&2,-5%&7%,-14&-1,23&1,-3%&1%,-15&-20,0.6%&-1.1%,2,-1%&4%
Cc1ccccc1NC(=S)NCc1ccc2[nH]c3c(c2c1)CCCC3,-1,-19%,2,10,-3%,0,-2.4%,x,2%
O=C(COC(=O)c1ccc(Cl)nc1)NC(=O)c1ccc(OC(F)F)cc1,1,9%,-13,2,0%,7,0.4%,-5,4%
Nc1ccc2ccccc2c1C(=O)c1ccccc1,x,-1%,x,x,-1%,x,x,-8,-7%
Cc1ccc(-c2cn3c(=S)[nH]nc3s2)cc1,2,3%,7,9,-4%,-1,4.1%,-17,-9%
NC(=O)c1ccc(NS(=O)(=O)c2ccc3ccccc3c2)cc1,2,7%,4,0,-3%,1,1.3%,-5,-1%
COc1cccc(C(C(=O)NCC2CCCO2)N(C(=O)Cn2nnc3ccccc32)c2ccccc2C(C)=O)c1OC (stereo not drawn),3,13%,-5,-11,-2%,4,-3.2%,-8,1%
Cc1ccc2[nH]c(CNC(=O)c3ccccc3F)cc2c1,1,-14%,0,3,2%,0,-0.4%,10,-10%
Cc1ccc(-c2cc(C(=O)N3CCN(C(=O)c4ccco4)CC3)no2)cc1,1,-1%,0,-4,-3%,15,3.2%,1,1%
COC(=O)C1CCN(C(=O)CCC2CCCCC2)CC1,4,-4%,-10,x,-2%,2,-1.3%,-7,0%
CCOC(=O)c1c(C)[nH]c(CCC(=O)NCCCN2CCN(c3cc(Cl)ccc3C)CC2)c1C,27,2%,-4,-23,-7%,-12,3.7%,-29,-2%
COc1ccc2[nH]c3ccccc3c2c1,3,-6%,-2,9,u,-30,0.4%,11,-15%

# Compound activity as filed in PubChem BioAssay.

# These rows are one share of the data, so the mix of outcomes need not match the whole.
